Screening results as filed in PubChem.
NSD2 inh = inhibitors of human NSD2, primary screen, biochemical, plate reader, single point; NSD2-SET H3K36me1 DELFIA fluorescence; inhibition, % at 12.5 µM; actives 0.07% (n = 44,000); in the data active = inhibition above about 54%, passing the limit was not always enough; inconclusive = no clear call, values can overlap the other calls;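 note: inhibitors reduce the monomethyl H3K36 fluorescence signal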
Target sequence (O96028 whole entry, looked up): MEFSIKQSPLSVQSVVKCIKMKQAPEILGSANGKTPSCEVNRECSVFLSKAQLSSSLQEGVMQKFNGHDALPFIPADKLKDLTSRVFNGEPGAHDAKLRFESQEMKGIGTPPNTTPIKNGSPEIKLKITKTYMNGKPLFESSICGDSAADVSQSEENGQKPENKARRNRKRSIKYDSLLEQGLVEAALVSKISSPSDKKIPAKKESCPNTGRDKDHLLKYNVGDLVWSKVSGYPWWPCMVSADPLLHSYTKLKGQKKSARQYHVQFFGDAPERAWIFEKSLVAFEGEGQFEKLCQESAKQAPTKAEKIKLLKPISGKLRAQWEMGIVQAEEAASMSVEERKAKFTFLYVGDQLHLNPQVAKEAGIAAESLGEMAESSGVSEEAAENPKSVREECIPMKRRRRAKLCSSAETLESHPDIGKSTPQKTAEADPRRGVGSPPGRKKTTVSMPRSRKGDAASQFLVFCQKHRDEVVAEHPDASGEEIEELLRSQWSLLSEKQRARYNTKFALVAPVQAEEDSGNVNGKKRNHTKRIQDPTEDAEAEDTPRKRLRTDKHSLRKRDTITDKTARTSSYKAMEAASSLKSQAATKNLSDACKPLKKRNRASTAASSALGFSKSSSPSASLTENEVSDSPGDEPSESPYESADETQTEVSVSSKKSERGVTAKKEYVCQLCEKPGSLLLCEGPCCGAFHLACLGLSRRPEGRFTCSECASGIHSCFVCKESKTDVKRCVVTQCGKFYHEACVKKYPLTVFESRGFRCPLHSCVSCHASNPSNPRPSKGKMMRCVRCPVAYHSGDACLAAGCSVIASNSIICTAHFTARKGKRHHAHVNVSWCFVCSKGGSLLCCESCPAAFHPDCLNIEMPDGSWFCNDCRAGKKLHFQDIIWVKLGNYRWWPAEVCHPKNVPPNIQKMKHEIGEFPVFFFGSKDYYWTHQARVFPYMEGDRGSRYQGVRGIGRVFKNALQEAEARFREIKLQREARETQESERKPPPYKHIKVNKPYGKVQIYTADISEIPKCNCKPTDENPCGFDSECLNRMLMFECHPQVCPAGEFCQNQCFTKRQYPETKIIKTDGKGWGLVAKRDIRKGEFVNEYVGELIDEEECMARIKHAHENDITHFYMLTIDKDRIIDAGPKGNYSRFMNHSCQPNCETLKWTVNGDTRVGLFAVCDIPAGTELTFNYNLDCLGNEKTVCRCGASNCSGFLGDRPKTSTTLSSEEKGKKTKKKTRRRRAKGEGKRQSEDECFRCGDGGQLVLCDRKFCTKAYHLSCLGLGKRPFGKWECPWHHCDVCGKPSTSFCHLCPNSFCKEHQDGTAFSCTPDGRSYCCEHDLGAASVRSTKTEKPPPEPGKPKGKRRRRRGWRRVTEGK
An asterisk follows results filed as active; ? = inconclusive. Not all compounds are listed (hit frequency here may not be typical).

canonical_smiles | NSD2 inh
C[C@H](CO)N1C[C@H](C)[C@@H](CN(C)S(=O)(=O)c2cn(C)cn2)OCCCC[C@H](C)Oc2ccc(NS(=O)(=O)c3ccc(F)cc3)cc2C1=O | 1
C[C@@H]1CN([C@H](C)CO)C(=O)c2cc(NS(=O)(=O)c3ccccc3)ccc2O[C@@H](C)CCCCO[C@H]1CN(C)Cc1ccncc1 | 2
CNC[C@@H]1Oc2ccc(NS(=O)(=O)c3ccc(F)cc3)cc2CC(=O)N([C@@H](C)CO)C[C@H]1C | -3
COc1ccc(-c2ccc3c(c2)O[C@@H](CN(C)Cc2cccnc2)[C@@H](C)CN([C@H](C)CO)S3(=O)=O)cc1 | 4
C[C@@H]1CN([C@@H](C)CO)C(=O)c2cc(NC(=O)Nc3ccc4c(c3)OCO4)ccc2O[C@H]1CN(C)Cc1ccncc1 | 2
COC(=O)CCCCCCC(=O)N/N=C/[C@H](O)[C@@H](O)[C@H](O)CO | 1
C[C@H](CO)N1C[C@H](C)[C@H](CN(C)Cc2ccncc2)Oc2ncc(C#Cc3ccncc3)cc2C1=O | 5
CCC(=O)N(C)C[C@H]1Oc2cc(-c3cccc(F)c3)ccc2S(=O)(=O)N([C@H](C)CO)C[C@H]1C | 2

In the list so far, 5 contain nitrogen in an aromatic ring:
canonical_smiles | NSD2 inh
C[C@H](CO)N1C[C@H](C)[C@@H](CN(C)S(=O)(=O)c2cn(C)cn2)OCCCC[C@H](C)Oc2ccc(NS(=O)(=O)c3ccc(F)cc3)cc2C1=O | 1
C[C@@H]1CN([C@H](C)CO)C(=O)c2cc(NS(=O)(=O)c3ccccc3)ccc2O[C@@H](C)CCCCO[C@H]1CN(C)Cc1ccncc1 | 2
COc1ccc(-c2ccc3c(c2)O[C@@H](CN(C)Cc2cccnc2)[C@@H](C)CN([C@H](C)CO)S3(=O)=O)cc1 | 4
C[C@@H]1CN([C@@H](C)CO)C(=O)c2cc(NC(=O)Nc3ccc4c(c3)OCO4)ccc2O[C@H]1CN(C)Cc1ccncc1 | 2
C[C@H](CO)N1C[C@H](C)[C@H](CN(C)Cc2ccncc2)Oc2ncc(C#Cc3ccncc3)cc2C1=O | 5

The listing continues:
canonical_smiles | NSD2 inh
Cc1noc(C)c1NC(=O)N(C)C[C@H]1Oc2ccc(NC(=O)Nc3ccc(C(F)(F)F)cc3)cc2CC(=O)N([C@@H](C)CO)C[C@@H]1C | 2
C[C@@H]1CN([C@@H](C)CO)C(=O)c2cc(C#CCN(C)C)cnc2O[C@@H]1CN(C)S(=O)(=O)c1ccccc1 | 4
Cc1noc(C)c1S(=O)(=O)Nc1cccc2c1O[C@H](CN(C)S(=O)(=O)c1ccc(Cl)cc1)[C@H](C)CN([C@@H](C)CO)C2=O | 14
COc1ccc(S(=O)(=O)N(C)C[C@@H]2Oc3ncc(-c4ccccc4)cc3C(=O)N([C@H](C)CO)C[C@@H]2C)cc1 | 26
Cc1noc(C)c1NC(=O)N(C)C[C@H]1Oc2ccc(NC(=O)Nc3ccc4c(c3)OCO4)cc2C(=O)N([C@@H](C)CO)C[C@@H]1C | -1
C[C@@H]1CN([C@H](C)CO)C(=O)c2cc(C#Cc3ccc(F)cc3)cnc2O[C@@H]1CN(C)C(=O)c1ccccc1F | -1
Cc1noc(C)c1S(=O)(=O)Nc1ccc2c(c1)C(=O)N([C@@H](C)CO)C[C@H](C)[C@@H](CN(C)Cc1ccc(Cl)c(Cl)c1)O2 | -5
CNC[C@@H]1Oc2c(NS(C)(=O)=O)cccc2C(=O)N([C@@H](C)CO)C[C@H]1C | 2
C[C@@H]1CCCCO[C@@H](CN(C)Cc2ccc(C(F)(F)F)cc2)[C@@H](C)CN([C@@H](C)CO)C(=O)c2cc(NC(=O)c3ccncc3)ccc2O1 | -8
Cc1ccc(/C=C/c2ccc(=O)n(Cc3ccccc3Cl)n2)cc1 | 8
Cc1ccc(-c2ccc3c(c2)O[C@H](CN(C)C(=O)CN(C)C)[C@H](C)CN([C@@H](C)CO)S3(=O)=O)cc1 | -13
C[C@H](CO)N1C[C@H](C)[C@@H](CN(C)S(=O)(=O)c2ccccc2F)Oc2ncc(C#Cc3ccccc3)cc2C1=O | -1
O=C(NO)c1cccc(C(=O)N/N=C/c2cccnc2)c1 | -5
C[C@H](CO)N1C[C@H](C)[C@H](CN(C)C(=O)c2ccccc2)Oc2cc(/C=C/c3ccccc3)ccc2S1(=O)=O | 5
CC(C)C#Cc1cnc2c(c1)C(=O)N([C@H](C)CO)C[C@@H](C)[C@@H](CN(C)Cc1ccccc1F)O2 | 4
C[C@H]1CN([C@@H](C)CO)C(=O)c2cc(NC(=O)CCC(F)(F)F)ccc2O[C@H]1CN(C)C(=O)NC1CCCCC1 | -3
Cc1noc(C)c1S(=O)(=O)Nc1ccc2c(c1)C(=O)N([C@@H](C)CO)C[C@H](C)[C@@H](CN(C)C(=O)Cc1ccccc1)OCCCC[C@H](C)O2 | 3
COc1ccc(S(=O)(=O)Nc2ccc3c(c2)C(=O)N([C@H](C)CO)C[C@@H](C)[C@H](CN(C)Cc2ccc4c(c2)OCO4)OCCCC[C@H](C)O3)cc1 | 3
COc1ccc(NC(=O)Nc2ccc3c(c2)C(=O)N([C@H](C)CO)C[C@H](C)[C@@H](CN(C)S(=O)(=O)c2cccs2)O3)cc1 | 2
C/C=C/c1ccc2c(c1)O[C@@H](CN(C)C(=O)Cc1ccccn1)[C@H](C)CN([C@H](C)CO)S2(=O)=O | 5
C[C@@H]1CN([C@@H](C)CO)C(=O)c2cc(NS(=O)(=O)c3ccc(F)cc3)ccc2O[C@@H](C)CCCCO[C@@H]1CN(C)Cc1ccc(C(=O)O)cc1 | 0
C/C=C/c1ccc2c(c1)O[C@H](CN(C)C(=O)Nc1cc(F)ccc1F)[C@@H](C)CN([C@@H](C)CO)S2(=O)=O | -11
O=C(N/N=C/c1ccc(C(F)(F)F)cc1)c1ccccn1 | 1
C[C@@H]1CN([C@@H](C)CO)C(=O)c2cc(NS(=O)(=O)c3ccc(F)cc3)ccc2O[C@@H](C)CCCCO[C@H]1CN(C)C(=O)C1CCCCC1 | 1
C[C@H](CO)N1C[C@H](C)[C@@H](CN(C)S(=O)(=O)c2cccs2)Oc2ccc(NS(=O)(=O)c3cn(C)cn3)cc2C1=O | 22
O=C(Nc1ccc2c(c1)[C@H]1C[C@H](CC(=O)N3CCCCC3)O[C@H](CO)[C@H]1O2)C1CCOCC1 | 4
O=C(C[C@H]1C[C@H]2c3cc(NS(=O)(=O)c4ccc(F)cc4)ccc3O[C@H]2[C@H](CO)O1)NCc1ccccc1F | 2
COc1ccc(C#Cc2cnc3c(c2)C(=O)N([C@@H](C)CO)C[C@@H](C)[C@@H](CN(C)C(=O)c2ccccc2F)O3)cc1 | -5
C[C@H]1CN([C@@H](C)CO)C(=O)c2cccc(NS(C)(=O)=O)c2O[C@H]1CN(C)C(=O)Nc1ccc(C(F)(F)F)cc1 | -3
COc1ccc(CN(C)C[C@@H]2Oc3ccc(NC(=O)c4ccncc4)cc3CC(=O)N([C@@H](C)CO)C[C@@H]2C)cc1 | -2
C[C@@H]1CN([C@H](C)CO)C(=O)c2cc(NS(=O)(=O)c3cn(C)cn3)ccc2O[C@@H]1CN(C)Cc1ccccc1 | -3
C[C@H]1CCCCO[C@H](CN(C)C(=O)Nc2ccccc2)[C@@H](C)CN([C@@H](C)CO)C(=O)c2cc(N(C)C)ccc2O1 | -1
C[C@H]1CN([C@@H](C)CO)C(=O)Cc2cc(NC(=O)Nc3ccc(F)cc3)ccc2O[C@@H]1CN(C)C(=O)Nc1cccc2ccccc12 | 5
C[C@@H]1CN([C@@H](C)CO)C(=O)c2cc(NC(=O)NC3CCCCC3)ccc2O[C@@H](C)CCCCO[C@@H]1CN(C)Cc1ccc(C(=O)O)cc1 | 6
COc1ccc(NC(=O)N(C)C[C@@H]2Oc3ccc(NS(=O)(=O)c4cn(C)cn4)cc3CC(=O)N([C@@H](C)CO)C[C@H]2C)cc1 | 0
C[C@H](CO)N1C[C@H](C)[C@@H](CN(C)C(=O)NC2CCCCC2)Oc2ccc(NS(C)(=O)=O)cc2CC1=O | 3
O=C(C[C@@H]1CC[C@@H](NC(=O)CN2CCOCC2)[C@H](CO)O1)NCCc1ccncc1 | 2
CNC[C@H]1Oc2cc(C#Cc3cccc(F)c3)ccc2S(=O)(=O)N([C@@H](C)CO)C[C@H]1C | 1
C[C@H]1CCCCO[C@@H](CN(C)S(=O)(=O)c2cccs2)[C@@H](C)CN([C@@H](C)CO)C(=O)c2cc(NS(=O)(=O)c3ccccc3)ccc2O1 | -2
C[C@]12CCC3c4ccc(OC(=O)c5ccccc5)cc4CCC3C1CCC2=O (stereo not given in full) | 2
C[C@@H]1CN([C@@H](C)CO)S(=O)(=O)c2ccc(C#Cc3ccccn3)cc2O[C@H]1CN(C)Cc1ccc(F)cc1 | 3
COc1ccc(NC(=O)N(C)C[C@@H]2Oc3ccc(NS(=O)(=O)c4ccc(F)cc4)cc3C(=O)N([C@@H](C)CO)C[C@@H]2C)cc1 | -4
COC(=O)C(CC#Cc1ccc2c(c1)[C@]1(C(=O)N2)[C@H](c2ccccc2OCCO)N2[C@H](c3ccccc3)[C@H](c3ccccc3)OC(=O)[C@H]2[C@@H]1C(=O)O)C(=O)OC | 3
O=P(CCNCc1cccnc1)(c1ccccc1)c1ccccc1 | -1
Cc1noc(C)c1S(=O)(=O)N(C)C[C@@H]1Oc2ccc(NC(=O)Nc3ccc4c(c3)OCO4)cc2CC(=O)N([C@@H](C)CO)C[C@@H]1C | 0
NC(=O)c1sc(-c2ccsc2)cc1N | 7
Cc1ccc(S(=O)(=O)N(C)C[C@H]2Oc3ccc(NS(=O)(=O)c4cccs4)cc3C(=O)N([C@@H](C)CO)C[C@@H]2C)cc1 | -3
CCCN(C)C[C@@H]1Oc2ncc(C#Cc3ccccc3)cc2C(=O)N([C@H](C)CO)C[C@@H]1C | 2
Cc1ncc(CO)c(/C=N/NC(=O)c2cccc(C(=O)NO)c2)c1O | 3
COc1ccc(S(=O)(=O)Nc2ccc3c(c2)C(=O)N([C@@H](C)CO)C[C@H](C)[C@H](CN(C)Cc2ccc4c(c2)OCO4)OCCCC[C@H](C)O3)cc1 | 2
C[C@@H]1CN([C@@H](C)CO)C(=O)c2cccc(N(C)C)c2O[C@@H]1CN(C)S(=O)(=O)c1cccs1 | 8
C[C@@H]1CN([C@H](C)CO)C(=O)Cc2cc(NC(=O)Nc3ccc4c(c3)OCO4)ccc2O[C@H]1CN(C)C(=O)NC1CCCCC1 | 3
COc1ccc(CN(C)C[C@H]2OCCCC[C@@H](C)Oc3ccc(NC(=O)Nc4ccc5c(c4)OCO5)cc3C(=O)N([C@H](C)CO)C[C@@H]2C)cc1 | 3
Cc1ccccc1-c1cnc2c(c1)C(=O)N([C@H](C)CO)C[C@@H](C)[C@@H](CN(C)CC1CCOCC1)O2 | 7
C[C@@H]1CN([C@H](C)CO)C(=O)Cc2cc(NC(=O)CCCN(C)C)ccc2O[C@@H]1CN(C)Cc1ccc(-c2ccccc2)cc1 | 19
C[C@@H]1CN([C@@H](C)CO)C(=O)Cc2cc(NS(=O)(=O)c3cn(C)cn3)ccc2O[C@@H]1CN(C)S(=O)(=O)c1cccs1 | 0

Following part
canonical_smiles | NSD2 inh
C[C@@H]1CN([C@H](C)CO)C(=O)c2cc(N(C)C)ccc2O[C@H]1CN(C)Cc1ccc(C(F)(F)F)cc1 | -5
C/C=C/c1ccc2c(c1)O[C@@H](CN(C)Cc1cncnc1)[C@H](C)CN([C@@H](C)CO)S2(=O)=O | -2
CCc1cccc(CC)c1NC(=O)Cn1cnc2ccccc2c1=O | -1
CC(C)NC(=O)N(C)C[C@H]1OCCCC[C@H](C)Oc2ccc(N(C)C)cc2C(=O)N([C@H](C)CO)C[C@@H]1C | -190
CC(C)NC(=O)Nc1ccc2c(c1)C(=O)N([C@H](C)CO)C[C@H](C)[C@H](CN(C)C(=O)CCCN(C)C)OCCCC[C@@H](C)O2 | 23
C[C@@H]1CN([C@H](C)CO)C(=O)c2cccc(NS(=O)(=O)c3cccs3)c2O[C@H]1CN(C)CC1CCCCC1 | -4
CC(=O)N(C)C[C@H]1Oc2cc(C#C[C@H](C)O)ccc2S(=O)(=O)N([C@H](C)CO)C[C@@H]1C | -3
C[C@H]1CN([C@@H](C)CO)S(=O)(=O)c2ccc(-c3cccc(C(=O)N(C)C)c3)cc2O[C@H]1CN(C)C | 0
COCC#Cc1ccc2c(c1)O[C@H](CN(C)Cc1ccccc1)[C@H](C)CN([C@@H](C)CO)S2(=O)=O | 0
COc1ccc(CN(C)C[C@H]2Oc3ccc(NS(=O)(=O)c4ccc(F)cc4)cc3C(=O)N([C@@H](C)CO)C[C@H]2C)cc1 | -3
CCCN(C)C[C@@H]1Oc2cc(C#CC(C)C)ccc2S(=O)(=O)N([C@@H](C)CO)C[C@@H]1C | ?
O=C(O)C[C@H]1C[C@@H]2c3cc(NS(=O)(=O)c4ccccc4)ccc3O[C@@H]2[C@@H](CO)O1 | 20
C[C@@H]1CN([C@@H](C)CO)C(=O)CCCn2cc(nn2)CO[C@H]1CN(C)S(=O)(=O)c1ccc(-n2cccn2)cc1 | -4
C[C@H]1CN([C@@H](C)CO)C(=O)c2cc(NS(=O)(=O)c3cccs3)ccc2O[C@@H]1CN(C)CC1CCCCC1 | -1
Cc1noc(C)c1NC(=O)N(C)C[C@@H]1Oc2ncc(C#CC(C)C)cc2C(=O)N([C@H](C)CO)C[C@H]1C | 2
C[C@H](CO)N1C[C@H](C)[C@@H](CN(C)S(=O)(=O)c2ccccc2F)Oc2ncc(/C=C/c3ccccc3)cc2C1=O | 6
O=C(NO)c1ccc(C(=O)N/N=C/c2cccs2)cc1 | 0
C[C@@H]1CN([C@@H](C)CO)S(=O)(=O)c2ccc(C#CCN(C)C)cc2O[C@H]1CN(C)C(=O)CN(C)C | 2
C[C@@H]1CN([C@@H](C)CO)S(=O)(=O)c2ccc(C#Cc3cccnc3)cc2O[C@@H]1CN(C)C(=O)C1CC1 | -7
C[C@@H]1CN([C@H](C)CO)C(=O)c2ccccc2-c2ccccc2CO[C@@H]1CN(C)S(=O)(=O)c1cccc(F)c1 | 8
